tim10-1 inh = growth inhibitors of tim10-1 mutant yeast; S. cerevisiae tim10-1 ts strain growth, BacTiter-Glo, 24 h; inhibition, % at 20 µM; 330,000 tested, 2.2% active;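 active means inhibition of at least 40%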;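 further: mutant grown at 25 °C; 0% = DMSO wells with yeast and 100% = wells holding no yeast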
MIN6 prolif = inducers of beta-cell replication in MIN6 cells. MIN6 cells proliferation, ATPlite luminescence, 48 h; cells starved in 0.2% serum; 100% = growth in 10% serum. proliferation, % at 10 µM. 330,000 tested, 0.29% active;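 active means compounds whose signal lies at least 3.5 SD above the mean of all wells on their plate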;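 further: 0% = DMSO-treated cells in low-serum medium and 100% = 10% serum control; some compounds called inactive have numbers as strong as hits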
APJ ag = activates the human apelin receptor APJ | 330,000 tested, 0.11% active | AID 2520 | CHO-K1 APJ PathHunter beta-arrestin, luminescence; 0% DMSO wells, 100% apelin | P35414 | activation, % at 20 µM;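 active means activation more than six SD over the plate average, tested at 20 µM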;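 further: 0% = DMSO alone and 100% = apelin-13 at 10 nM; some results filed as inactive read as strong as hits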
Target sequence (P35414 whole entry, looked up): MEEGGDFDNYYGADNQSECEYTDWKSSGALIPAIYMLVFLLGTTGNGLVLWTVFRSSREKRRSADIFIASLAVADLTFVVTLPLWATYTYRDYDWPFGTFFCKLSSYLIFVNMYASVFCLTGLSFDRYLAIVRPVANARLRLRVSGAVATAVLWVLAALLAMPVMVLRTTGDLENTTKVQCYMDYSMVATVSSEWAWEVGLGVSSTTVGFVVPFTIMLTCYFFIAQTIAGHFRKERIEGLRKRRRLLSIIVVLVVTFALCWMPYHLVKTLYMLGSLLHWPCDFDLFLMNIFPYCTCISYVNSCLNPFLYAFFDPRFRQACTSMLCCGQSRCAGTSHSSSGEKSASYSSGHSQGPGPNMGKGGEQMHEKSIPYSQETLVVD
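Test system – PathHunter CHO-K1 APJ (AGTRL-1) beta-arrestin reporter cells · Input – 1000 cells/well · Compound – single test compound dose, 20 µM final, 1% DMSO · Times – compound stimulation 90 min at 25 °C, detection 60 min · Technique – beta-gal luminescence · Read-out basis – APJ–arrestin association signal · Control set – negative DMSO alone, positive Apelin-13 at 10 nM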
GRIN3A LBD mod = modulators (binders) of human NR3A ligand-binding domain; NR3A LBD differential scanning fluorimetry, Tm shift; 0% = protein alone, 100% = glycine-bound protein; Tm shift relative to glycine control, % at 25 µM; 340,000 tested, 2.5% active; AID 1259313;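 active means melting temperature shift of at least 10% of the positive control shift, at one fixed dose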
NLRP3 yeast inh = inhibitors of NALP3 inflammasome in yeast; Yeast reconstituted NLRP3/ASC/caspase-1, beta-gal luminescence, 24 h; inhibition, % at 10 µM; 330,000 tested, 0.39% active; AID 2825;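 active means inhibition of 50% or more; inactive means inhibition below 50%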;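 further: plate controls were induced DMSO wells for no effect and uninduced yeast grown without galactose for full effect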
MPTP inh = permeability transition pore inhibition | isolated mouse mitochondria, Ca2+ swelling absorbance, 30 min | 360,000 tested, 1.4% active | inhibition, % at 10 µM;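 active means inhibition of 50% or more, scaled per plate between neutral and stimulator controls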;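 further: 0% = DMSO wells given calcium and 100% = 1 mM EGTA wells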
TIM10 inh = inhibits growth of TIM10 yeast strain. AID 463195. inhibition, % at 10 µM. S. cerevisiae TIM10 strain growth, BacTiter-Glo luminescence, 24 h. 330,000 tested, 1.4% active;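 active means inhibition of 40% or more at the single tested concentration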;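 further: wild-type TIM10 isogenic control strain grown at permissive 25 °C; 0% = DMSO yeast wells and 100% = minimal medium wells without yeast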
APJ antag = blocks the human apelin receptor APJ; CHO-K1 APJ beta-arrestin complementation, luminescence; inhibition, % at 20 µM; 330,000 tested, 0.32% active;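 active means inhibition above about 40% at 20 µM, limit read from the data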;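 further: cells challenged with 10 nM apelin-13 agonist together with compound; plate controls were apelin-13 plus DMSO wells for no effect and DMSO wells lacking apelin-13 for full effect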
tim23-1 inh = tim23-1 yeast growth inhibition; AID 463212; S. cerevisiae tim23-1 growth, BacTiter-Glo luminescence, 24 h; 330,000 tested, 1.3% active; inhibition, % at 20 µM;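 active means growth inhibition of the mutant yeast at or above 50%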;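 further: temperature-sensitive mutant grown at 25 °C; plate controls were DMSO-treated mutant yeast for no effect and medium wells lacking yeast for full effect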
Numbers without * were called inactive; . = no result given.

SMILES	tim10-1 inh	MIN6 prolif	APJ ag	GRIN3A LBD mod	NLRP3 yeast inh	MPTP inh	TIM10 inh	APJ antag	tim23-1 inh
CCN(CC(=O)Nc1cc(Cl)ccc1C)C(=O)Cc1ccsc1	4	4	-1	1	3	0.3	-4	-55	9
Cc1cccc(NC(=O)NC2(C(=O)NCc3ccco3)CCCCC2)c1	-8	-1	0	-3	-2	-1.3	0	1	-7
Cc1cc(=O)n(CCCc2ccccc2)[nH]1	16	-4	-8	-3	24	-0.1	9	3	15
COc1cc(/C=C(\C#N)C(=O)Nc2cccc(C(=O)O)c2)ccc1OCc1ccc(Cl)cc1	29	-3	0	-7	25	-3.3	4	-7	18
O=C(NC1CC1)c1c(O)c2ccccc2[nH]c1=O	-23	-7	1	0	69*	0.7	14	-10	33
CCc1sc(C(=O)Nc2cc(S(=O)(=O)N3CCOCC3)ccc2OC)cc1C	0	-2	-2	1	27	-0.4	7	17	14
Cc1cnc(C(=O)OCC(=O)N2CCc3ccccc32)cn1	14	2	1	0	23	1.6	21	-17	25
COc1ccc(OCCNC(=O)c2ccc(C)cc2)cc1	7	-4	-1	1	37	3.3	-34	-4	-3
C/C(=N/NS(C)(=O)=O)c1ccc2ccccc2c1	10	-1	0	1	10	1.0	-6	5	16
NC1=NC[C@@H](Cc2ccc(O)cc2)N1CCC12CC3CC(CC(C3)C1)C2	35	-2	-7	-5	4	-0.3	28	7	44
CCOC(=O)c1c(Nc2ccccc2N)cc(C)nc1C	1	-4	-1	-1	16	-1.0	-4	20	9
O=C(CCSc1nnc2ccc3ccccc3n12)Nc1ccc(F)cc1	-10	0	5	-2	23	0.0	-17	11	-8
CCOC(=O)C1=c2/c(=C/c3ccccc3OC)c(N)c(C#N)n2C(=O)C(c2ccccc2OC)S1 (stereo not given)	2	-6	-3	.	13	.	-4	4	-7
CCC1CCCCN1CCCNC(=O)CCNC(=O)Cn1cnc2ccccc2c1=O (stereo not given)	-16	-2	-1	-4	11	0.9	-1	-7	-11
Cc1ccnc(NCc2ccc(Cl)cc2)c1	-3	1	-3	-1	27	2.2	5	-3	-3
O=C(c1ccc2snnc2c1)N1CCN(c2ccccn2)CC1	5	-3	-2	1	2	-2.0	-3	3	17
Cc1cc(C)nc(Oc2ccc(Br)cc2Br)n1	18	-1	-4	-2	14	-0.3	17	-16	24
CCn1nc(C(=O)Nc2ccc(S(=O)(=O)Nc3nccs3)cc2)c2ccccc2c1=O	5	-2	-3	-1	5	-1.6	7	6	13
Cc1ccc(S(=O)(=O)Nc2cccc(C(=O)N3CCOCC3)c2)c(C)c1NS(C)(=O)=O	-2	-1	-3	2	14	-0.8	-4	-20	-3
O=C(NCc1ccco1)c1ccccc1	-15	-2	-3	0	-1	-1.1	-1	7	-7
CCOC(=O)COc1ccccc1C1Nc2ccccc2C(=O)N1c1cccc(Cl)c1 (stereo not given)	24	-4	-3	-5	32	1.2	23	16	43
COc1ccccc1N1CCN(C(=O)CCc2nnc3ccc(N4CCCC4)nn23)CC1	1	0	-2	-3	6	-2.1	-1	-24	3
N/C(=N\S(=O)(=O)c1ccc(Cl)cc1)N1CCOCC1	-18	2	2	1	11	0.6	0	-20	9
CC(C)c1ccc(N2C(=O)[C@@H]3Cc4ccccc4CN3C2=O)cc1	16	-3	-2	3	30	0.5	0	6	4
O=C(CSc1ccc(-c2nc3ccccc3[nH]2)cn1)Nc1ccc(S(=O)(=O)N2CCCC2)cc1	26	-3	0	29*	-2	-3.6	1	-27	6
O=C(/C=C/c1ccco1)N/C(=C\c1ccccc1)C(=O)NCCc1nc2ccccc2[nH]1	2	-5	-2	-1	-3	-2.1	15	8	17
CCOC(=O)NC1C=CS(=O)(=O)C1 (stereo not given)	6	-2	-2	0	25	-1.3	-8	9	9
Cc1ccccc1NC(=O)CSc1nnc2ccc(-c3ccccn3)nn12	0	1	0	0	10	1.5	9	2	-5
O=C(N/N=C/c1ccc(Cl)cc1Cl)c1ccncc1	5	1	-3	0	13	-0.6	-5	-16	14
Cc1ccc(-c2nc(CS(=O)CC(=O)N3CCN(c4ncccn4)CC3)c(C)o2)cc1 (stereo not given)	27	-4	-1	-6	13	-0.7	11	-8	17
CCOC(=O)c1c(C)[nH]c(C)c1C(=O)COC(=O)c1cccs1	11	-1	-4	2	9	-0.9	3	-1	13
O=C(c1cccs1)N1CCN(Cc2ccccc2[N+](=O)[O-])CC1	31	2	4	0	28	-0.5	-3	-26	21
O=C1C=C(c2ccc(F)cc2OCc2ccccc2)C[C@@H](c2ccc(Cl)cc2)C1	3	-3	1	-3	20	6.2	-7	3	17
C/C(=N\NC(=O)c1ccc(O)cc1O)c1cccnc1	-7	-1	4	-2	3	-2.1	12	1	-8
CC(C)C(=O)N1CCN(c2nc(-c3ccccc3)c3c(c2C#N)CC(C)(C)OC3)CC1	33	1	-2	1	12	1.1	27	4	16
NC(=O)C1CCN(C(=O)C2CCN(C(=O)Nc3ccccc3)CC2)CC1	7	-3	-6	0	4	-2.4	4	-8	9
COc1ccc(CN2CCNC(=O)C2CC(=O)NCCN2CCCCC2=O)c(F)c1 (stereo not given)	3	0	-9	-1	16	0.9	3	24	5
CCN1CCN(c2ccc(S(=O)(=O)N3CCCCC3)cc2NC(=O)c2cccc(C)c2[N+](=O)[O-])CC1	-2	-5	4	.	3	0.3	9	21	3
CCN1C(=O)OC2(CCCCC2)C1(C)O (stereo not given)	-11	1	-4	.	4	.	-3	-7	-2
CCOC(=O)c1cc(NC(=O)c2cc(C)on2)cc(C(=O)OCC)c1	13	3	-4	1	13	-0.5	9	-8	5

One compound at a time (already shown).
O=C(c1cccs1)N1CCN(Cc2ccccc2[N+](=O)[O-])CC1 across the screens: tim10-1 inh: 31; MIN6 prolif: 2; APJ ag: 4; GRIN3A LBD mod: 0; NLRP3 yeast inh: 28; MPTP inh: -0.5; TIM10 inh: -3; APJ antag: -26; tim23-1 inh: 21
CC(C)C(=O)N1CCN(c2nc(-c3ccccc3)c3c(c2C#N)CC(C)(C)OC3)CC1 across the screens: tim10-1 inh: 33; MIN6 prolif: 1; APJ ag: -2; GRIN3A LBD mod: 1; NLRP3 yeast inh: 12; MPTP inh: 1.1; TIM10 inh: 27; APJ antag: 4; tim23-1 inh: 16

Other compounds follow.
SMILES	tim10-1 inh	MIN6 prolif	APJ ag	GRIN3A LBD mod	NLRP3 yeast inh	MPTP inh	TIM10 inh	APJ antag	tim23-1 inh
CCCCNC(=O)CCCCC(=O)N/N=C/c1ccccc1Cl	-4	0	-2	0	12	1.8	-25	-2	-1
Cc1csc(NC(=O)/C=C/c2ccc3c(c2)OCO3)n1	-4	-2	1	-4	0	-0.1	10	-21	10
O=S(=O)(c1ccc(F)c(F)c1F)N1CCN(C(=S)Nc2ccccc2)CC1	16	-4	-2	-23	0	0.9	10	3	9
COc1ccccc1N(C)S(=O)(=O)c1ccc(Cl)c(C(=O)NNC(=O)c2ccccc2O)c1	23	-4	-2	-5	26	0.9	-26	-39	13
CCc1cc(=O)oc2cc(OCC(=O)NC3CC(C)(C)NC(C)(C)C3)ccc12	8	-2	-2	0	18	0.2	-8	16	-1
Nc1c(-c2ccc(F)cc2)cnc2ncnn12	10	0	-2	0	16	0.4	7	-10	11
Cc1ccc2c3c([nH]c2c1)C(=O)CC(C)(C)S3	8	6	1	1	20	-3.6	-16	-51	15
Cc1onc(-c2c(Cl)cccc2Cl)c1C(=O)n1nnc2ccccc21	13	0	0	.	3	.	11	15	23
CCOc1ccc2nc(NCCNS(=O)(=O)c3ccccc3)c(C#N)cc2c1	31	1	3	-6	16	2.9	8	-24	27
O=C(Nc1ccc(Cl)cc1)N1CCC(c2nc(-c3ccc(F)cc3)no2)CC1	32	-6	-1	8	38	90*	48*	-19	20
CCOc1cccc(C(=O)Nc2ccccc2C(=O)N2CCN(C)CC2)c1	3	-4	-4	0	-15	0.0	6	10	5
O=C(C1CCN(c2ncnc3c2nc2n3CCCCC2)CC1)N1CCN(c2ccccc2F)CC1	30	-2	5	0	17	-0.5	28	9	15
CCc1cc2c(NCc3ccco3)ncnc2s1	30	-4	-4	-2	42	12	-6	19	6
COc1ccc(-c2cc(C(=O)N3CCCC3)c3ccccc3n2)cc1OC	31	-2	5	2	-3	-1.3	16	-2	32
CS(=O)(=O)N(CC(=O)NC1CCCC1)c1ccc(Oc2ccccc2)cc1	5	-3	-4	0	8	-0.6	-10	5	17
O=C(NCc1ccccc1)[C@H]1C[C@@H]1[C@H](NP(=O)(c1ccccc1)c1ccccc1)c1ccccc1	15	-5	-1	-2	14	-1.6	-2	-21	29
CC(C)(C)c1ccc(C(=O)NC(=S)NCC2CCCO2)cc1 (stereo not given)	14	-5	-1	2	12	-0.5	16	6	26
Cc1cc(C)c(C)c(S(=O)(=O)N2CCN(C(=O)CCc3nc4ccccc4c(=O)[nH]3)CC2)c1C	-1	-3	-7	2	9	-0.7	2	9	6
O=c1oc2ccccc2c(NC2CCCCC2)c1NS(=O)(=O)c1ccc(F)c(Cl)c1	17	-7	-3	-4	8	-2.1	-9	11	5
CCN(CC)C(=O)CN1C(=O)C2CC=C(Cl)CC2C1=O (stereo not given)	2	6.9*	-4	3	17	0.9	9	7	8
CCS(=O)(=O)N1CCC(C(=O)Oc2ccccc2)CC1	-7	-3	-4	2	21	0.2	-4	-10	-2
Cc1cccc(C)c1NC(=S)N(Cc1ccco1)C1CCN(C(C)C)CC1	15	0	2	-1	7	0.0	-4	9	8
C=CCn1c(SCC(=O)c2ccc(Cl)s2)nc2ccccc2c1=O	12	2	-4	-1	7	46	3	9	5
Cc1nc(SCCO)c([N+](=O)[O-])[nH]1	-24	-3	-5	1	16	-0.7	-21	15	2
O=C(CN1CCOCC1)Nc1ccc([N+](=O)[O-])cc1Br	2	-1	-2	1	0	1.6	-6	-8	1
CC(=O)c1ccc(NC(=O)CSc2nc(N)c3cc4c(nc3n2)CCCC4)cc1	17	0	0	-5	17	-0.3	12	10	1
CC1(C)CC2CC(C)(CN2C(=O)COC(=O)c2ccc(Cl)cc2N)C1 (stereo not given)	-1	-3	-4	1	-13	0.9	-32	6	-4
CCOC(=O)c1ccc[n+](CC(=O)c2ccc(OC)cc2)c1	11	-2	-1	-3	5	0.2	8	1	1
CN=C1CC(C)(C)CC(=O)/C1=C(/O)CCCN1C(=O)c2ccccc2C1=O	15	0	-1	3	-19	-0.3	13	-4	10
COc1cc(/C=C2\CCCc3c2nc2ccccc2c3C(=O)O)cc(Br)c1O	-18	1	0	2	6	-0.9	-22	0	9
CN(C)CCNC(C(=O)Nc1cc(Cl)cc(Cl)c1)c1ccccc1 (stereo not given)	13	-6	0	1	7	1.3	0	6	20
COc1ccc(CN2CCN(Cc3ccccc3C(F)(F)F)CC2)c(OC)c1	36	2	-4	-2	12	-1.0	25	22	34
C(=N\Nc1ncnc2sc3c(c12)CCC3)/c1cccs1	36	-6	-4	.	-4	0.5	26	19	39
O=C(Nc1cc(-c2ccccc2)[nH]n1)c1ccccc1F	-15	-2	2	24*	46	0.6	13	7	51*
CCOC(=O)C1=CNS(=O)(=O)NC1c1ccccc1 (stereo not given)	17	.	.	1	.	-2.2	-5	.	32
Cc1ccc(C2NC(=O)c3c(sc4c3CCN(C)C4)N2)s1 (stereo not given)	-2	-4	7	-1	1	0.0	-4	-17	-2
